PhoP inhibition: inhibitors of PhoP regulon expression, primary screen, Salmonella Typhimurium, GFP reporter (AID 1863). S. Typhimurium PhoP-regulated promoter GFP reporter, 4 h; higher % means a stronger effect. inhibition, % at 50 µM; hits with a dose series show IC50 in µM. 300,000 compounds, 0.16% hits;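 active = inhibition over 29.93%, a cutoff 3 SD above the screen mean, later confirmed by dose response; inconclusive = inhibition over 29.93% but no dose response follow-up; inactive = inhibition at most 29.93% or unconfirmed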;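 note: 0% = low Mg2+ inducing control and 100% = high Mg2+ repressing control; strong numbers were not always called active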
K1F lysis inhibition: protection from phage-mediated lysis, alamar blue read-out – E. coli UTI89, K1F phage, bacterial capsule biogenesis inhibitors (AID 488966). E. coli UTI89 K1F phage lysis, alamar blue, 2 h; higher % means a stronger effect. inhibition, % at 100 µM, or IC50 in µM where a hit was titrated. 340,000 compounds, 0.02% hits;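 active = phage lysis inhibition, versus mean bacterial control, above a set limit; inconclusive = no clear call, values can overlap the other calls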;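 note: capsule biogenesis inhibitors block K1F phage lysis so surviving cells raise fluorescence; higher fluorescence means more inhibition of phage lysis; actives were called in the ten point dose series up to 300 µM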
NTR1 agonist: NTR1-driven beta-arrestin-GFP spot formation – imaging, U2OS cells, high content, primary screen (AID 493036). P30989. agonist mode. activation, % at 20 µM. 330,000 compounds, 0.17% hits;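 active = activation at or above 40% of the spot to cytoplasm intensity ratio, with at least 20 cells analyzed; inconclusive = wells under 20 cells, flagged as cytotoxic or low count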;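 note: 0% = DMSO without peptide and 100% = 100 nM NTR1 peptide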
Target sequence (P30989 whole entry, looked up): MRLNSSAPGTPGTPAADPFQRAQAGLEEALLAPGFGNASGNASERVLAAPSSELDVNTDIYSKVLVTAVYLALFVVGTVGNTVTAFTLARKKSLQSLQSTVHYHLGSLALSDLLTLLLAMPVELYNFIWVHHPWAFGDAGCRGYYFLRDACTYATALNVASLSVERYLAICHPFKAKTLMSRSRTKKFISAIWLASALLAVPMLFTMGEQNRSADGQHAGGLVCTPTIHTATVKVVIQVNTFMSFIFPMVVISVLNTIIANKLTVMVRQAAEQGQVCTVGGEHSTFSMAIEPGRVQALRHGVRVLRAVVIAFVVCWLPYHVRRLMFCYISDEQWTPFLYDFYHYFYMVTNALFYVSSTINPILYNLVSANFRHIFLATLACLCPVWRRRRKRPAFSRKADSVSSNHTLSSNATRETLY
T cell modulator: modulates CD8 T cell binding to vesicles | 2C CD8+ T cell-vesicle binding, flow cytometry; stronger effect = lower value | calls only at 7 µM | 330,000 compounds, 0.068% hits | AID 2052;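 active = response, share of CD8 T cells binding vesicles, and their 90th percentile fluorescence all below set limits, cut at about 80% in these data, passing the limit was not always enough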
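Test system: purified 2C TCR transgenic mouse naive CD8+ T cells. Probe or stimulus: QL9-peptide-loaded Drosophila micro-vesicles bearing Ld, ICAM-1 and B7-1. Incubation: binding step 1.5 h, 37 °C, antibody labelling 20 min, ice. Measured by: flow cytometry of vesicle-bound cells.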
RSV CPE inhibition: RSV antiviral activity via CPE protection, HEp-2 cells, primary 10 µM value included (AID 2391); CPE inhibition, % at 10 µM, or IC50 in µM where a hit was titrated; 310,000 compounds, 0.13% hits; HEp-2 cells, RSV-induced CPE inhibition; higher % means a stronger effect; in the data active = a potency from the dose series; inconclusive = CPE inhibition mostly from about 23% at the one dose, without a potency; inactive = the rest, 99 in 100 with CPE inhibition below about 21%; note: strong numbers were not always called active
Large T inhibition: TAg ATPase/helicase activity blockers – biochemical (AID 1903). SV40 large T antigen ATPase/helicase inhibition assay; higher % means a stronger effect. inhibition, % at 20 µM, or IC50 in µM where a hit was titrated. 310,000 compounds, 0.39% hits; in the data active = a potency from the dose series; inconclusive = inhibition mostly from about 32% at the one dose, without a potency; inactive = the rest, 99 in 100 with inhibition below about 32%; note: strong numbers were not always called active
Myeloid diff MLP: promotes myeloid progenitor differentiation; ER-HoxA9 myeloid progenitors, lysozyme-GFP differentiation, flow cytometry; calls only at 10 µM; 360,000 compounds, 1% hits; AID 624256;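 active = normalized GFP-positive differentiation at or above the plate's own cutoff, the solvent-only control mean plus 3 SD; inconclusive = no clear call, values can overlap the other calls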;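 note: cells exposed to compound for four days before flow analysis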
TNAP activators: human TNAP enzyme activators, primary screen, biochemical, luminescent, no phosphate acceptor, uHTS (AID 1001); 200,000 compounds, 0.03% hits; activation fold at 20 µM, or EC50 in µM where a hit was titrated; purified TNAP, luminescent activation assay, no phosphate acceptor; higher activation fold means a stronger effect; in the data active = activation fold from about 3, or a potency from the dose series; inactive = the rest, 99 in 100 with activation fold below about 1.6; note: many of its hits are not listed in these tables
MgcRacGAP inhibition: MgcRacGAP GTPase-activating activity inhibitors, confirmation, biochemical, ADP Hunter fluorescence | MgcRacGAP-stimulated Rac1 GTP hydrolysis, ADP Hunter fluorescence; higher % means a stronger effect; GST-tagged Rac1 F28L mutant substrate | 340,000 compounds, 0.6% hits | inhibition, % at 30 µM; hits with a dose series show IC50 in µM;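 active = first-screen hits whose inhibition reached a set limit at any dose in the follow-up dose series; inconclusive = inhibition above the set first-screen limit but never retested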;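 note: fluorescence reports GDP produced by GAP-driven GTP hydrolysis; strong numbers were not always called active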
T cell modulator vesicle-bound %: also measured in T cell modulator; calls as there; double positive events, %; measured here: CD8+ vesicle-bound cell fraction;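 binding gate set so that unloaded-vesicle control wells show 10% double positive cells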
NTR1 agonist cell count 20 µM: second read-out of NTR1 agonist, no call of its own (marks repeat the call); cell count; measured here: cell count, cytotoxicity flag
Myeloid diff MLP GFP+ MAC1+ %: also measured in Myeloid diff MLP; calls as there; GFP+ MAC1+ double positive, %; measured here: differentiation confirmed by MAC1 staining
Numbers without * were called inactive; i = inactive; ? = inconclusive; · = no result given; + = active, no number; & = joins results of further samples; [ ] = dose if it differs, or a comment.

SMILES	PhoP inhibition	K1F lysis inhibition	NTR1 agonist	NTR1 agonist cell count 20 µM	T cell modulator	T cell modulator vesicle-bound %	RSV CPE inhibition	Large T inhibition	Myeloid diff MLP	Myeloid diff MLP GFP+ MAC1+ %	TNAP activators	MgcRacGAP inhibition
CSC1=NCCN1C(=O)c1ccc(S(=O)(=O)N(C)C)cc1	0%	1.2%	-2.1	60	i	32	2.1%	37%	i	1.1	1	6%
Cc1nn(-c2ccccc2)c(N2CCCC2)c1/C=N/NC(=S)Nc1cc(C(F)(F)F)ccc1Cl	-13%	0.5%[50 µM]	-1.5	70	i	48	2.5%	7%	i	1.1	1.2	7%
Brc1ccc2ncnc(NCc3cccnc3)c2c1	-3%	-2.5%	0.0	40	i	60	0.7%	20%	i	0.0	·	-2%
CC(=O)Nc1ccc(N2C(=O)CC(c3ccccc3)CC2=O)cc1	-6%	0.6%	-1.2	86	i	28	1.9%	9%	i	0.8	1.1	10%
CCOc1ccc(OCC(O)CN2CCc3ccccc3C2)cc1 (centres undefined)	4%	0.0%	-0.9	96	i	30	0.0%	28%	i	0.4	·	4%
O=C(NCC1CCN(Cc2ccccc2F)CC1)Nc1cc(F)ccc1F	9%	-1.3%[50 µM]	-0.3	51	i	21	-0.5%	-1%	i	0.3	·	11%
COc1ccc([N+](=O)[O-])cc1N(CC(=O)NCC1CCCO1)S(C)(=O)=O (centres undefined)	5%	3.8%	18	57	i	23	1.6%	0%	i	0.3	1.1	3%
COc1cc(CNc2ccc3[nH]c(=O)[nH]c3c2)ccc1OCc1ccccc1	-3%	0.0%	3.0	73	i	59	0.3%	20%	i	1.7	·	37%
Cc1cc(NS(=O)(=O)c2ccc(NC(=O)C(F)(F)F)cc2)nc(C)n1	-2%	0.4%	1.5	62	i	62	1.6%	15%	i	0.7	·	6%
CC(C)CCNC(=O)c1ccc(C2SCC(=O)N2Cc2ccco2)cc1 (centres undefined)	5%	0.2%	-1.4	76	i	17	-0.1%	26%	i	0.6	1.1	5%
Cc1cc(C(=O)OC(C)C(=O)Nc2nc(-c3ccccc3)cs2)c(C)o1 (centres undefined)	21%	0.1%	1.2	56	i	7	?	5%	i	0.4	1	1%
Cc1ccc(CN=C2Nc3ccccc3CS2)cc1	0%	-0.1%	2.1	80	i	42	12%	24%	i	2.7	1.1	12%
Cc1ccc(C)c(NC2=NC3(CCCCC3)N=C(N)N2)c1	0%	2.3%	1.0	65	i	29	0.9%	9%	i	1.0	1.4	6%
Cc1ccc(C(C)C)c(OCc2ccc(C(=O)N/N=C/c3ccc(C(=O)O)cc3)cc2)c1	2%	0.2%	2.8	60	i	5	9.8%	7%	i	0.1	·	14%
CC(C)c1cc(CNC(=O)c2cc(COc3cncc(Cl)c3)on2)on1	·	0.6%	-0.4	55	·	·	·	·	i	0.2	·	11%
CN(Cc1nnc(SCC(=O)NCCc2ccccc2)n1C)S(=O)(=O)c1ccccc1	10%	2.2%	-0.5	54	i	16	0.0%	-6%	i	1.0	1.1	2%
COc1ccccc1N(CC(=O)NCc1cccnc1)S(C)(=O)=O	1%	4.4%	1.1	60	i	36	-0.1%	4%	i	1.9	0.8	1%
Cn1c(SCC(=O)NC(c2ccccc2)c2ccccc2)nnc1-c1cccs1	14%	1.6%	-2.4	58	i	63	1.8%	11%	i	1.1	1.1	0%
CCOc1ccc(OCCC(=O)OCC(=O)NNC(=O)c2ccccc2)cc1	9%	1.0%[50 µM]	-1.2	15	i	45	0.7%	2%	i	1.1	·	4%
CCCOP(=O)(c1ccc(N(C)C)cc1)C(O)c1ccc(Cl)cc1Cl (centres undefined)	11%	-0.1%[50 µM]	-0.3	102	i	8	3.3%	2%	i	0.7	·	12%
CC1(C)CC(NCc2cccc([N+](=O)[O-])c2)CC(C)(C)N1	7%	0.1%	-0.5	59	i	6	-0.8%	-2%	i	0.1	·	9%
CCc1noc(C)c1C(=O)Nc1nc(-c2ccc(Cl)cc2Cl)cs1	-1%	1.4%[50 µM]	9.1	52	i	31	10%	8%	i	0.3	1.5	-2%
O=C(Nc1cnn(Cc2ccccc2)c1)c1nc2ncccn2n1	8%	0.8%	0.6	30	i	40	0.4%	3%	i	0.7	1	16%
C#CCSC1=C(C#N)C(c2cccs2)C(C(=O)OCC)=C(C)N1 (centres undefined)	2%	6.6%	4.4	46	i	12	7.8%	3%	i	6.3	1	6%
Cc1nc2sc(C(c3cccc(F)c3)N3CC(C)OC(C)C3)c(O)n2n1 (centres undefined)	-2%	4.6%	-2.0	47	i	51	0.3%	11%	i	0.7	0.8	1%
Cn1nc(CC(=O)NC2CCCCC2)c2ccccc2c1=O	-1%	3.3%	-0.1	55	i	20	-0.4%	11%	i	0.6	1.1	9%
COc1c(C)oc2cc(O)ccc2c1=O	0%	5.7%	-1.4	49	i	48	1.0%	17%	i	0.5	1.1	0%
S=c1[nH]nc(C2CCCCC2)n1Cc1ccccc1	·	0.2%	0.0	73	i	65	-0.7%	·	i	0.3	1	7%
O=C1CC(N2CCN(c3cccc(C(F)(F)F)c3)CC2)C(=O)N1c1ccccc1 (centres undefined)	-2%	0.2%	6.7	80	i	32	3.1%	5%	i	2.5	1.1	1%
O=C(C1CC1)N1CCc2cc(S(=O)(=O)NCC3COc4ccccc4O3)ccc21 (centres undefined)	3%	2.3%	-3.4	93	i	42	3.7%	-2%	+	3.8*	1.1	2%
O=C(CCn1c(=S)[nH]c2ccccc2c1=O)Nc1ccc(F)cc1	-11%	0.8%	2.4	52	i	24	-0.1%	15%	i	4.4	·	1%
NC(=O)CC(NC(=O)Cc1cccc2ccccc12)c1ccc(NCc2ccc(F)cc2)c([N+](=O)[O-])c1 (centres undefined)	1%	-0.7%	6.0	90	i	42	-1.2%	8%	i	1.2	·	10%
COc1ccc2c3c1O[C@H]1C[C@@H](O)C=C[C@@]31CCN(C)C2	-2%&1%	0.7%	-0.4	60	i	34	0.3%	4%&1%	i	2.8	1.1	-2%
CCN1CCN(c2ccc([N+](=O)[O-])cc2C(=O)c2ccc(Cl)cc2)CC1	7%	0.3%	2.2	36	i	54	-1.8%	19%	i	0.5	1	13%
Cc1cc2c(Nc3cccc(O)c3)ncnc2s1	2%	-0.2%	-0.2	68	i	41	-0.4%	26%	i	0.1	·	7%
COc1ccccc1NC(=O)c1ccc2[nH]c(C)c(C)c2c1	8%	-1.0%[50 µM]	2.7	87	i	35	16%	0%	i	0.5	·	14%
COc1ccc2[nH]c(=S)[nH]c2c1	-7%	-0.5%[50 µM]	-2.4	40	i	42	4.3%	5%	i	0.8	1.1	18%
COc1cc(C)ccc1NC(=O)c1ccc(S(=O)(=O)N2CCOCC2)cc1	-5%	0.2%	-1.2	90	i	8	2.9%	-3%	i	0.8	1.1	4%
CCOC(=O)C1CCN(C(=O)c2ccc(OC)cc2OC)CC1	12%	2.6%[50 µM]	0.0	34	i	36	1.1%	12%	i	6.9	1.1	6%
Cc1ccc2nc(NCc3ccccc3)c(C=NCc3ccccc3)c(=O)n2c1	5%	0.1%	4.3	97	i	42	3.4%	12%	i	0.0	1	9%
COc1ccc(OC)c(NC(=O)COC(=O)C2CCN(C(=O)c3ccc(Cl)cc3)CC2)c1	4%	-0.2%	-0.2	51	i	26	1.4%	25%	i	0.0	1.2	5%
CCOc1ccccc1NC(=O)CSc1nnc(C2CC2)n1CC	-6%	-0.4%	-1.1	29	i	48	0.9%	5%	i	0.7	·	-4%
COc1ccc(-n2nc(C(=O)N(C)C3CCCCC3)c3ccccc3c2=O)c(OC)c1	9%	0.5%	0.0	60	i	27	1.5%	5%	i	1.1	·	3%
C=CCNC(=O)c1cc(=O)c2ccccc2o1	-4%	0.4%	0.3	48	i	19	1.7%	24%	i	7.4	1.1	10%
COc1ccc(/C=C2/SC(=O)N(CCC(=O)Nc3ccccc3)C2=O)cc1OC	20%	1.4%	7.3	74	i	50	0.8%	0%	i	0.3	1.2	7%
CC(C)c1nnc(NC(=O)c2sc3ccccc3c2Cl)s1	-6%	i	1.4	46	i	33	3.8%	6%	i	0.5	1.1	13%
CCCC1CCC(=NNC(=S)NCCc2ccccc2)CC1 (centres undefined)	-7%	-1.6%	3.7	34	i	33	-0.3%	6%	i	0.5	1.4	-13%
COc1cc(C(C(=O)NC2CCCCC2)N(C(=O)Cc2c[nH]c3ccccc23)c2ccc(C)cc2)cc(OC)c1OC (centres undefined)	13%	4.8%	1.7	45	i	47	17%	-11%	i	0.3	1.1	6%
COCc1ccc(C(=O)N2CCCC(C(=O)c3cccc(C(F)(F)F)c3)C2)o1 (centres undefined)	-6%	0.1%	-0.5	46	i	38	3.1%	14%	i	0.5	1.1	6%
O=C(O)CCCN1C(=O)/C(=C\C(Cl)=C\c2ccccc2)SC1=S	11%	-0.5%[50 µM]	·	·	i	31	2.7%	?	?	·	·	13%
COc1cnc(-c2ccccn2)nc1Oc1c(C)cccc1C	6%	-0.6%	-0.7	34	i	55	-1.8%	5%	i	0.6	1	-2%
O=C(Nc1ccncc1)c1cc(-c2ccccn2)nc2ccccc12	-1%	0.3%	4.0	49	i	4	-0.1%	4%	i	0.9	1	6%
CCc1ccc(NC(=O)c2cnn3c(C(F)F)cc(C)nc23)cc1	-6%	0.2%	5.3	82	i	54	0.2%	8%	i	0.8	1	11%
O=C(CN1CCCCC1)NCC(=O)Nc1ccc(F)c(F)c1F	·	0.0%[50 µM]	1.6	50	i	41	1.1%	·	i	0.5	·	-3%

Screens: PubChem BioAssay, several laboratories
